Source: PubChem
HepG2 tox: HepG2 cytotoxicity, counter-screen for TGF-b inhibitors. HepG2 CAGA-GFP viability, ATP luminescence, 18 h. Potency, µM (top dose mostly 46.1 µM), inactives show at the top dose activity change, negative = cytotoxicity, usual class: cytotoxic. actives 0.76% (n = 410,000). AID 588856; also: potency is read from the fitted curve at half-maximal effect; some results filed as inactive show a strong effect at the top dose
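CellTiter-Glo luminescence gave cytotoxicity after 18 hours at 37 degrees C. The cells were HepG2 CAGA-GFP in 1% FBS DMEM, stimulated with 500 pg/mL TGF-beta after compound addition. %Activity was normalised to no-cell wells (complete cell-killing) and DMSO (no toxicity), and curves were fitted and classified.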
MmCpn inh: M. maripaludis TRiC chaperonin inhibition. purified Mm-Cpn ATPase, ADP Transcreener TR-FRET. Potency, µM (top dose mostly 76.9 µM), for the others: at the highest dose activity, negative = inhibition, usual class: inhibitors. actives 0.031% (n = 330,000); also: potency is read from the fitted curve at half-maximal effect; % is scaled to controls: 0 for no effect and ±100 for the full control effect; nearly all actives have a fitted effect of over 80% in size
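Quantitative HTS used 25 nM Mm-CPN and 10 uM ATP in magnesium/KCl Tris buffer, pH 7.4, with 1 mM DTT. Hydrolysis ran 30 min at 37°C; ADP was read by HTRF.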
TGFb inhibitor: TGF-b pathway inhibition; HepG2 CAGA-GFP TGF-b/SMAD3 reporter, GFP fluorescence, 18 h; TGF-beta stimulated, 500 pg/mL final; Potency, µM (doses to about 46.1 µM), inactives show top-dose activity, negative = inhibition, actives largely listed as inhibitors; actives 1.2% (n = 410,000); AID 588855; also: potency is read from the fitted curve at half-maximal effect; % is scaled to controls: 0 for no effect and ±100 for the full control effect; nearly all actives have a fitted effect of over 65% in size
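Inhibition was scored as loss of TGF-beta-induced (500 pg/mL final, 18 hours, 37 degrees C) GFP in HEPG2 cells carrying a CAGA-GFP reporter, in DMEM with 1% FBS. Well GFP was summed per cell; Activity was normalised to unstimulated and stimulated DMSO wells, then concentration-response fitting.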
Nrf2 block: Nrf2 pathway inhibition | AID 504444 | A549 ARE-Fluc reporter, luciferase luminescence, 18-24 h | actives 2.1% (n = 360,000) | Potency, µM (top dose mostly 46 µM), without a hit: at the top dose activity change, negative = inhibition, usual class: inhibitors; also: potency is read from the fitted curve at half-maximal effect; % is scaled to controls: 0 for no effect and ±100 for the full control effect; nearly all actives have a fitted effect of over 60% in size
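Concentration-response testing used A549 ARE_Fluc cells at 5000 cells/well. Following an 18-24 h compound incubation, viability was read by fluorescence (Ex 405/Em 525) and luciferase output by luminescence.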
Akt phos inh: Akt phosphorylation inhibition; AID 651550; actives 0.32% (n = 360,000); Neuro2A IGF-stimulated pAkt S473 HTRF, 20 min; hits give low values; activity change, % for hits at 50 µM; in the data active = activity change below about -80%; inconclusive = mostly about -51% to -80%; also: % is scaled to controls: 0 for no effect and ±100 for the full control effect
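Neuro2A cells in DMEM with 0.5% FBS, overnight at 37 deg C, given compound at single 50 µM final, then IGF (6 nM final) for 20 min at 37 deg C. Lysed; phospho-Akt Ser473 by HTRF after 24 h, 665/615 ratio.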
CCT chaperon mod: changes cytosolic chaperonin activity; purified chaperonin ATPase assay, HTRF ADP detection, 30 min; activity change, % (test concentration not listed), hits read low; actives 0.3% (n = 360,000); in the data active = activity change below about -30%; also: % is scaled to controls: 0 for no effect and ±100 for the full control effect
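TRiC (40 or 20 nM final, by batch activity) in 30 mM Tris pH 7.4, 100 mM KCl, 5 mM MgCl2, 1 mM DTT was treated with compound at 76 uM single dose, then 10 uM ATP, 30 min at 37 °C. ADP was read by HTRF Transcreener.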
ATXN viability: cell viability loss in ATXN counter-screen; S2 cells (HEK-293 line with an ATXN2-luciferase reporter) viability, CellTiter-Fluor protease fluorescence, 24 h; Potency, µM (doses to about 56.7 µM), actives largely listed as cytotoxic; actives 0.49% (n = 400,000); also: potency is read from the fitted curve at half-maximal effect; nearly all actives have a fitted effect of over 40% in size
Nrf2 ARE act: activators of Nrf2 (ARE) signaling | AREc32 ARE-luciferase reporter (MCF7-derived line), luminescence, 24 h | Potency, µM (titrated, usually from 46.1 µM), inactives show at the top dose activation, actives largely listed as activators | actives 0.31% (n = 410,000); also: potency is read from the fitted curve at half-maximal effect; % of control where 0% means no effect; nearly all actives have a fitted effect of over 65% in size
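Quantitative high-throughput format: AREc32 reporter cells, 1000 per well, received compound by pin transfer and were incubated 24 hr at 37 deg C, 5% CO2, before Steady-Glo luminescence detection.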
A549 tox: A549 cytotoxicity, counter-screen for Nrf2 inhibitors. A549 ARE-Fluc cells, CellTiter-Fluor viability, 18-24 h. actives 0.16% (n = 390,000). Potency, µM (doses to about 46 µM), for the others: at the highest dose activity change, negative = cytotoxicity, most hits filed as inhibitors; also: potency is read from the fitted curve at half-maximal effect; % is scaled to controls: 0 for no effect and ±100 for the full control effect
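Cytotoxicity counterscreen: CellTiter-Fluor fluorescence was measured in A549 ARE_Fluc cells after 18-24 h of compound exposure in a concentration series. The subsequent BugLite luminescent read reports ARE-luciferase activity.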
The depositor's hits bear a star. Unless noted, calls follow the shape of the dose curve; as a rule, active = well fitted curve in the direction sought with a large enough effect; inconclusive = small, poorly fitted or top-dose-only effect, or another doubt; inactive = no such curve, though single readings can be large; an effect the other way counts as inactive or inconclusive.

Results for COc1ccccc1Cn1c(=S)[nH]c2cc(C(=O)NCC3CCCO3)ccc2c1=O (stereo not drawn) ?
HepG2 tox: 4.4%; MmCpn inh: -1.5%; TGFb inhibitor: -8.9%; Nrf2 block: inconclusive; Akt phos inh: inactive; CCT chaperon mod: -0.1; ATXN viability: inactive; Nrf2 ARE act: 2.9%; A549 tox: 0.5%

How did CCCCNS(=O)(=O)NC(=O)C1=C(N2CCCC2)COC1=O do in these assays?
HepG2 tox: 0.8%; MmCpn inh: 5.0%; TGFb inhibitor: -2.0%; Nrf2 block: 4.8%; Akt phos inh: inactive; CCT chaperon mod: 1.5; ATXN viability: inactive; Nrf2 ARE act: -0.1%; A549 tox: 7.0%

Results for COc1ccc(NC(=O)CSc2cn(CCNC(=O)c3ccc(OC)cc3)c3ccccc23)cc1 ?
HepG2 tox: -0.1%; TGFb inhibitor: inconclusive; Nrf2 block: -27.4%; ATXN viability: inconclusive; Nrf2 ARE act: 4.3%; A549 tox: -13.2%

Results for CC(NC(=O)c1cc2c(cc1Cl)N1CCCCCC1=NS2(=O)=O)c1ccc(S(N)(=O)=O)cc1 (stereo not drawn) ?
HepG2 tox: -2.5%; MmCpn inh: 3.5%; TGFb inhibitor: 11.1%; Nrf2 block: -3.0%; Akt phos inh: inactive; CCT chaperon mod: 0.7; ATXN viability: inconclusive; Nrf2 ARE act: 0.7%; A549 tox: 4.4%

Results for COc1cccc(-c2ocnc2C(=O)Nc2ccc3c(c2)CCC3)c1 ?
HepG2 tox: -10.9%; MmCpn inh: -2.6%; TGFb inhibitor: -1.9%; Nrf2 block: -4.9%; Akt phos inh: inactive; CCT chaperon mod: -0.2; ATXN viability: inactive; Nrf2 ARE act: 1.7%; A549 tox: -0.6%

Results for O=C(CCC(=O)N1CCN(c2ccc(F)cc2)CC1)c1ccccc1 ?
HepG2 tox: -17.5%; MmCpn inh: -2.5%; TGFb inhibitor: -12.2%; Nrf2 block: 13.0%; Akt phos inh: inactive; CCT chaperon mod: 0.0; ATXN viability: inactive; Nrf2 ARE act: 0.5%; A549 tox: -3.2%

How did CCOc1ccc(CN(C)C(=O)CNC(=O)c2ccc3ccccc3c2)cc1OC do in these assays?
HepG2 tox: -38.6%; MmCpn inh: 1.8%; TGFb inhibitor: -16.0%; Nrf2 block: -28.2%; Akt phos inh: inactive; CCT chaperon mod: -4.1; ATXN viability: inactive; Nrf2 ARE act: -0.8%; A549 tox: 3.8%

What do the screens show for `CCCN(CC(=O)Nc1ccccc1OC)C(=O)CCC(=O)c1ccc(F)cc1`?
HepG2 tox: 4.8%; MmCpn inh: 1.6%; TGFb inhibitor: 10.6%; Nrf2 block: 6.7%; Akt phos inh: inactive; CCT chaperon mod: -2.8; ATXN viability: inconclusive; Nrf2 ARE act: 0.7%; A549 tox: 2.0%

What do the screens show for `OC(c1ccc2c(c1)OCO2)c1ncc(-c2ccccc2)[nH]1` (stereo not drawn)?
HepG2 tox: -9.0%; TGFb inhibitor: -2.6%; Akt phos inh: inactive; CCT chaperon mod: -0.7; ATXN viability: inactive; Nrf2 ARE act: 4.8%

What do the screens show for `O=C(NCc1nnc(SCC(=O)N2CCCC2)o1)c1c(F)cccc1Cl`?
HepG2 tox: 2.0%; MmCpn inh: -0.3%; TGFb inhibitor: -18.0%; Nrf2 block: 6.8%; Akt phos inh: inactive; CCT chaperon mod: -0.6; ATXN viability: inactive; Nrf2 ARE act: -0.3%; A549 tox: -5.1%

Results for Cc1ccc(CNC(=O)CN(C(=O)C2(C)CC(=O)N=C3C=CC=CN32)c2ccccc2F)cc1 (stereo not drawn) ?
HepG2 tox: -2.8%; MmCpn inh: -2.4%; TGFb inhibitor: 12.1%; Nrf2 block: -3.4%; Akt phos inh: inactive; CCT chaperon mod: -1.7; ATXN viability: inactive; Nrf2 ARE act: 0.1%; A549 tox: 1.5%

How did O=C(COC(=O)/C=C/c1ccc(Cl)cc1)NC1CCS(=O)(=O)C1 (stereo not drawn) do in these assays?
HepG2 tox: -1.3%; TGFb inhibitor: 3.2%; Akt phos inh: inactive; CCT chaperon mod: -0.5; ATXN viability: inactive; Nrf2 ARE act: 7.6%

What do the screens show for `CCOC(=O)c1c(C)[nH]c(C)c1S(=O)(=O)N1CCC(C(=O)NCc2ccc(OC)cc2)CC1`?
HepG2 tox: -23.1%; TGFb inhibitor: 2.5%; ATXN viability: inactive; Nrf2 ARE act: -1.0%; A549 tox: 1.5%

What do the screens show for `CCOC(=O)c1ccccc1NC(=O)N(Cc1ccco1)C1CCN(C(C)=O)CC1`?
HepG2 tox: -31.6%; TGFb inhibitor: -12.8%; Nrf2 block: inconclusive; ATXN viability: inconclusive; Nrf2 ARE act: 0.8%; A549 tox: 5.0%

How did Cc1ccccc1-c1nc(CS(=O)(=O)CC(=O)NCc2ccc(F)cc2)c(C)o1 do in these assays?
HepG2 tox: -12.8%; MmCpn inh: -3.8%; TGFb inhibitor: -5.9%; Nrf2 block: -13.6%; Akt phos inh: inactive; CCT chaperon mod: -1.6; ATXN viability: inactive; Nrf2 ARE act: 0.5%; A549 tox: -1.4%

What do the screens show for `O=C(NCCN1CCOCC1)c1cn(CCc2ccccc2)nn1`?
HepG2 tox: -7.0%; MmCpn inh: 0.1%; TGFb inhibitor: 2.2%; Nrf2 block: -1.0%; Akt phos inh: inactive; CCT chaperon mod: 0.0; ATXN viability: inactive; Nrf2 ARE act: 0.3%; A549 tox: 0.9%

Results for Cc1ccc(CN2C(=O)C(=O)c3cc(Br)cc(C)c32)cc1 ?
HepG2 tox: -98.0%; TGFb inhibitor: inconclusive; Nrf2 block: -18.0%; Nrf2 ARE act: -1.9%; A549 tox: 2.1%

How did c1ccc(-c2ccc(OCCOCCn3cncn3)cc2)cc1 do in these assays?
HepG2 tox: -2.9%; MmCpn inh: -12.2%; TGFb inhibitor: 4.0%; Nrf2 block: 0.1%; Akt phos inh: inactive; CCT chaperon mod: -0.6; ATXN viability: inactive; Nrf2 ARE act: 4.2%; A549 tox: -2.2%

Results for O=C(O)c1ccccc1Nc1ccc(OC(F)F)cc1 ?
HepG2 tox: 20.2%; MmCpn inh: -0.4%; TGFb inhibitor: 0.7%; Nrf2 block: inconclusive; Akt phos inh: inactive; CCT chaperon mod: -0.2; ATXN viability: inactive; Nrf2 ARE act: 2.7%; A549 tox: -6.2%

What do the screens show for `Cc1cc(C(=O)Nc2ccc3c(c2)OCCO3)co1`?
HepG2 tox: -14.5%; MmCpn inh: 2.3%; TGFb inhibitor: 2.1%; Nrf2 block: inconclusive; Akt phos inh: inactive; CCT chaperon mod: -2.7; ATXN viability: inactive; Nrf2 ARE act: -0.3%; A549 tox: -1.8%

Results for O=C(O)CN1C(=O)c2ccc(Oc3ccc4c(c3)C(=O)N(CC(=O)O)C4=O)cc2C1=O ?
HepG2 tox: -1.2%; MmCpn inh: -1.8%; TGFb inhibitor: -9.6%; Nrf2 block: -16.6%; Akt phos inh: inactive; CCT chaperon mod: 0.7; ATXN viability: inactive; Nrf2 ARE act: -1.5%; A549 tox: -9.5%

What do the screens show for `CC(C)N1CCN(Cc2ccc(C#CC(C)(C)O)s2)CC1CCO` (stereo not drawn)?
HepG2 tox: 39.9%; MmCpn inh: -1.1%; TGFb inhibitor: 26.8%; Nrf2 block: 4.1%; Akt phos inh: inactive; CCT chaperon mod: -1.4; ATXN viability: inactive; Nrf2 ARE act: -0.2%; A549 tox: 1.2%

Results for CN(C(=O)c1cccc(NC(=O)Cc2ccc(NC(=O)C3CCCN(C(=O)CCc4ccccc4)C3)cc2)c1)C1CCC1 (stereo not drawn) ?
HepG2 tox: -21.6%; TGFb inhibitor: inconclusive; Nrf2 block: 16.4µM*; Akt phos inh: inactive; CCT chaperon mod: 1.6; ATXN viability: inconclusive; Nrf2 ARE act: 3.8%; A549 tox: -12.6%

Results for N#Cc1cc2c(nc1SCC(=O)Nc1sc3c(c1C#N)CCC3)CCCC2 ?
HepG2 tox: -3.7%; MmCpn inh: 1.4%; TGFb inhibitor: -10.2%; Nrf2 block: 6.2%; Akt phos inh: inactive; CCT chaperon mod: -1.9; ATXN viability: inactive; Nrf2 ARE act: 0.5%; A549 tox: -1.7%

Results for Cc1ccc(S(=O)(=O)N2CCC(=O)N([C@H](COCc3cccc(Cl)c3)Cc3ccccc3)CC2)cc1 ?
Akt phos inh: inactive; CCT chaperon mod: 0.0; ATXN viability: inactive; Nrf2 ARE act: -0.9%

What do the screens show for `COc1ccc(CN2CCN(Cc3ccccc3)C(CCO)C2)cc1OC` (stereo not drawn)?
HepG2 tox: -3.4%; MmCpn inh: 0.2%; TGFb inhibitor: 1.5%; Nrf2 block: 4.0%; Akt phos inh: inactive; CCT chaperon mod: -0.9; ATXN viability: inactive; Nrf2 ARE act: -0.2%; A549 tox: -5.3%

How did COC(=O)c1sccc1S(=O)(=O)Nc1ccc(S(N)(=O)=O)cc1 do in these assays?
HepG2 tox: -4.4%; MmCpn inh: 0.9%; TGFb inhibitor: 3.4%; Nrf2 block: -6.5%; Akt phos inh: inactive; CCT chaperon mod: -2.3; ATXN viability: inactive; Nrf2 ARE act: -0.6%; A549 tox: 2.1%

What do the screens show for `CCOC(=O)c1cccc(NC(=O)c2cnc3ccccc3n2)c1`?
HepG2 tox: 4.6%; MmCpn inh: 0.2%; TGFb inhibitor: 6.7%; Akt phos inh: -95.7%*; CCT chaperon mod: -2.0; ATXN viability: inactive; Nrf2 ARE act: 3.3%; A549 tox: -1.5%
